Assay outcomes (PubChem)
TNAP activation fold = human TNAP enzyme activators, primary screen, biochemical, luminescent, no phosphate acceptor, uHTS (AID 1001); purified TNAP, luminescent activation assay, no phosphate acceptor; higher activation fold means a stronger effect; 0.03% of 200,000 active; activation fold at 20 µM; hits with a dose series show EC50 in µM; Alkaline phosphatase, tissue-nonspecific isozyme (Homo sapiens); in the data active = activation fold from about 3, or a potency from the dose series; inactive = the rest, 99 in 100 with activation fold below about 1.6; also: many of its hits are not listed in these tables
human PMI inhibition = inhibitors of human PMI, primary screen, biochemical, fluorescence intensity, coupled assay (AID 1209); Mannose-6-phosphate isomerase (Homo sapiens); one-dose inhibition, % at 20 µM; IC50 in µM for titrated hits; purified PMI enzyme, coupled fluorescence intensity; higher % means a stronger effect; 0.42% of 190,000 active;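 also: plate controls were DMSO vehicle for no effect and wells lacking substrate for full effect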
RSV CPE inhibition = RSV antiviral activity via CPE protection, HEp-2 cells, primary 10 µM value included (AID 2391); HEp-2 cells, RSV-induced CPE inhibition; higher % means a stronger effect; 0.13% of 310,000 active; CPE inhibition, % at 10 µM, or IC50 in µM where a hit was titrated; in the data active = a potency from the dose series; inconclusive = CPE inhibition mostly from about 23% at the one dose, without a potency; inactive = the rest, 99 in 100 with CPE inhibition below about 21%; also: strong numbers were not always called active
Salmonella PhoP GFP = inhibitors of PhoP regulon expression, primary screen, Salmonella Typhimurium, GFP reporter (AID 1863). S. Typhimurium PhoP-regulated promoter GFP reporter, 4 h; higher % means a stronger effect. inhibition, % at 50 µM, or IC50 in µM where a hit was titrated. 0.16% of 300,000 active;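 active = inhibition over 29.93%, a cutoff 3 SD above the screen mean, later confirmed by dose response; inconclusive = inhibition over 29.93% but no dose response follow-up; inactive = inhibition at most 29.93% or unconfirmed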;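 also: 0% = low Mg2+ inducing control and 100% = high Mg2+ repressing control; strong numbers were not always called active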
Myeloid diff 2 = induction of myeloid progenitor differentiation, primary screen, cell-based, flow cytometry, MLPCN library. ER-HoxA9 myeloid progenitors, lysozyme-GFP differentiation. calls only at 10 µM. 1% of 360,000 active. AID 624256, 2012;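 active = normalized GFP-positive differentiation at or above the plate's own cutoff, the solvent-only control mean plus 3 SD; inconclusive = no clear call, values can overlap the other calls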;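 also: cells exposed to compound for four days before flow analysis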
PMI inhibition = human PMI inhibitors, high substrate, primary screen, biochemical, fluorescence intensity, high mannose 6-phosphate (AID 1220). Mannose-6-phosphate isomerase (Homo sapiens). recombinant PMI enzyme, coupled fluorescence intensity; higher % means a stronger effect. inhibition, % at 20 µM, or IC50 in µM where a hit was titrated. 0.66% of 190,000 active
WT yeast gro inh = growth inhibition of WT strain, primary screen, mitochondrial fusion inhibitor project, WT and mutant strains, chemical genetic | 2.1% of 190,000 active | mitochondrial fusion phenotypic screen | inhibition, % at 10 µM | AID 1362, 2008; in the data active = inhibition above about 58%; tested in S. cerevisiae
XIAP antagonists = XIAP antagonists, biochemical, IAP family, fluorescence polarization (AID 1018). E3 ubiquitin-protein ligase XIAP (Homo sapiens). XIAP BIR domain, fluorescence polarization peptide displacement; higher % means a stronger effect. one-dose displacement, % at 20 µM; IC50 in µM for titrated hits. 0.007% of 200,000 active; in the data active = displacement above about 50%; also: a part of the inactive calls stands beside numbers as strong as those of hits
SIAH1 antagonists = Siah-1 peptide-binding antagonists, primary screen, biochemical, fluorescence polarization, rhodamine-plectin, uHTS (AID 1817); E3 ubiquitin-protein ligase SIAH1 (Homo sapiens); Siah-1 / rhodamine-plectin peptide fluorescence polarization; higher % means a stronger effect; displacement, % at 20 µM, or IC50 in µM where a hit was titrated; 0.02% of 290,000 active;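 active = displacement of at least 50% at 20 µM, with a fluorescence ratio check between 0.3 and a set limit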;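 also: plate controls were Siah plus tracer with DMSO for no effect and tracer alone without Siah for full effect; strong numbers were not always called active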
WT yeast gro inh mutant strain = recorded beside WT yeast gro inh, whose call it bears; inhibition, %; mitochondrial fusion phenotypic screen, mutant strain inhibition
Myeloid diff 2 GFP+ MAC1+ % = further read-out of Myeloid diff 2, marked with its call; GFP+ MAC1+ double positive, %; measured here: differentiation confirmed by MAC1 staining
* = called active by the depositor; i = inactive; ? = inconclusive; nt = no result given; & = joins results of further samples. Rule as the data show it, unless noted: active = inhibition above about 50%; inactive = the rest.

#	Structure	TNAP activation fold	human PMI inhibition	RSV CPE inhibition	Salmonella PhoP GFP	Myeloid diff 2	Myeloid diff 2 GFP+ MAC1+ %
1	CCN(CC)S(=O)(=O)c1ccc(O)c(NC(=O)c2cc(-c3cc(OC)c(OC)c(OC)c3)nc3ccccc23)c1	nt	nt	1.6%	3%	i	0.6
2	CCCC1CCC(C(=O)Nn2cnc3ccccc3c2=O)CC1 (stereo not given)	1.1	9%	0.0%	-6%	i	1.6
3	CSCCC1NC(=O)N(CC(=O)Nc2c(Cl)cc(Cl)cc2Cl)C1=O (stereo not given)	1.1	10%	1.0%	6%	i	0.4
4	C=CCNC1=C(Cl)C(=O)N(c2cccc(Cl)c2Cl)C1=O	1.1	-2%	0.2%	7%	i	1.1
5	CCOC(=O)c1ccc(N2CCN(c3cc(C)ccc3C)CC2)c(N)c1	nt	nt	6.6%	13%	i	0.6
6	CCOc1ccc(/C=C/C(=O)NC2CCCCC2)cc1	nt	nt	1.7%	-2%	i	0.5
7	CC(=O)c1ccc(N2CCN(C(=O)c3nn(C)c4c3CS(=O)(=O)c3ccccc3-4)CC2)cc1	nt	nt	0.6%	0%	i	2.2
8	O=C1N=C(N2CCCCC2)SC1=C1CCCCC1	1	17%	5.0%	4%	i	0.8
9	O=C(N/N=C/C=C\c1ccccc1[N+](=O)[O-])c1cccs1	1.8	6%	1.8%	0%	i	0.4
10	COc1ccc(Br)cc1C1CC(=O)C(C)C(c2cc(Br)ccc2OC)N1 (stereo not given)	nt	nt	3.9%	-4%	i	0.3
11	O=Cc1ccc(OC2OCCOC2Oc2ccc(C=O)cc2)cc1 (stereo not given)	1.1	-5%	1.5%	-8%	i	0.0
12	N#CC1=C(N)Oc2ccccc2C12C(=O)Nc1n[nH]c(-c3ccccc3)c12 (stereo not given)	0.9	13%	1.6%	-1%	i	0.6
13	Cc1ccc(C)n1-c1ccc(C#N)cn1	1.1	-16%	7.3%	-7%	i	0.3
14	CC(=O)N1CCC(=NNc2nc3ccccc3s2)CC1	1.1	-10%	0.0%	14%	i	0.1
15	O=C1CSC(=S)N1/N=C/c1ccc(O)c(O)c1O	nt	nt	-0.6%	-7%	i	0.3

#	PMI inhibition	WT yeast gro inh	WT yeast gro inh mutant strain	XIAP antagonists	SIAH1 antagonists
1	nt	nt	nt	nt	-3%
2	19%	9	23	3.8%	10%
3	6%	13	9	-4.6%	4%
4	-2%	64*	2.6*	-1.0%	1%
5	nt	nt	nt	nt	3%
6	nt	nt	nt	nt	2%
7	nt	nt	nt	nt	-1%
8	12%	3	-1	-4.4%	0%
9	-2%	8	-1	-2.7%	-1%
10	nt	nt	nt	nt	1%
11	-1%	-9	-11	0.7%	2%
12	14%	-9	-13	-0.2%	0%
13	-2%	7	-7	-8.8%	2%
14	-10%	12	12	-13%	13%
15	nt	nt	nt	nt	2%

Next entries
#	Structure	TNAP activation fold	human PMI inhibition	RSV CPE inhibition	Salmonella PhoP GFP	Myeloid diff 2	Myeloid diff 2 GFP+ MAC1+ %
16	Cc1ccc(NC(=O)CS(=O)CC(=O)NCCCc2ccccc2)cc1Cl (stereo not given)	1	-5%	0.6%	-6%	i	1.3
17	NS(=O)(=O)c1ccc(NC(=O)COc2ncnc3sccc23)cc1	nt	nt	1.2%	-8%	i	0.4
18	Cc1ccc(C(C(=O)NCC2CCCO2)N(C(=O)c2snc(C(N)=O)c2N)c2ccc(F)cc2)o1 (stereo not given)	nt	nt	2.4%	2%	i	4.9
19	CCCCNC(=O)Oc1ccc(C(=O)N2c3ccccc3NC(=O)C2C)cc1 (stereo not given)	nt	nt	0.1%	16%	i	0.9
20	CSc1ccccc1OCc1cc(C(=O)NCC(C)(C)N2CCOCC2)no1	nt	nt	1.1%	3%	?	nt
21	O=C(COc1ccc(Br)cc1)N1CCC(c2ccccc2)C1 (stereo not given)	1.1	10%	0.2%	7%	i	1.0
22	C[n+]1ccc(C(=O)Nc2ccccc2Cl)cc1	nt	nt	-0.2%	6%	i	0.5
23	Cc1ccc(OCC(=O)Nc2ccccc2C(N)=O)cc1	nt	nt	0.4%	-5%	i	0.5
24	CCC(C(=O)OC)n1cnc2c(nnn2-c2ccc(OC)cc2)c1=O (stereo not given)	1.1	6%	1.3%	5%	i	6.0
25	O=C(NCc1ccccc1)c1ccccc1OCC(=O)N1CCCCC1	1.1	1%	0.4%	17%	i	1.5
26	O=C1Nc2ccccc2N=C(c2ccccc2)C1N1CCOCC1 (stereo not given)	1	-11%	-0.3%	1%	i	0.9
27	CN1C(=O)CC(P(=O)(c2ccccc2)c2ccccc2)N(C)C1=O (stereo not given)	1.1	7%	1.7%	38%	i	1.0
28	Cc1cccc(NC(=O)C2CCCN(C(=O)Nc3ccc(F)cc3)C2)c1C (stereo not given)	nt	nt	2.1%	0%	i	0.2
29	COc1ccc2c(c1)c(C(=O)N/N=C/c1ccc(Cl)cc1)c(C)n2C	nt	nt	2.6%	-1%	i	0.2
30	COc1cccc(Oc2ccc(C(F)(F)F)cc2N)c1	1.1	16%	2.6%	7%	i	0.8

#	PMI inhibition	WT yeast gro inh	WT yeast gro inh mutant strain	XIAP antagonists	SIAH1 antagonists
16	-7%	13	-15	-5.8%	8%
17	nt	nt	nt	nt	6%
18	nt	nt	nt	nt	1%
19	nt	nt	nt	nt	-2%
20	nt	nt	nt	nt	-2%
21	1%	4	-4	-6.2%	2%
22	nt	nt	nt	nt	2%
23	nt	nt	nt	nt	3%
24	-2%	-4	-17	-7.4%	2%
25	-3%	6	-4	-5.9%	7%
26	1%	5	4	-3.3%	0%
27	11%	12	0	-3.6%	1%
28	nt	nt	nt	nt	0%
29	nt	nt	nt	nt	4%
30	7%	24	-2	-3.9%	2%

(list continues)
#	Structure	TNAP activation fold	human PMI inhibition	RSV CPE inhibition	Salmonella PhoP GFP	Myeloid diff 2	Myeloid diff 2 GFP+ MAC1+ %
31	Cc1ccc(C)c(S(=O)(=O)N=Nc2c(O)[nH]c3ccccc23)c1	1	-83%	0.2%	-2%	i	0.4
32	O=C(c1ccccc1)c1ccc(N2CCNCC2)cc1	1	12%	nt	25%	nt	nt
33	COc1ccccc1CNS(=O)(=O)c1ccc2c(c1)CC(C)N2C(=O)C1CCC1 (stereo not given)	nt	nt	-1.2%	7%	i	1.3
34	COCCN(C(=O)Cc1cccs1)c1nnc(-c2ccncc2)s1	1.1	-8%	0.9%	-4%	i	0.4
35	O=C(Cc1cccs1)Nc1ccc([N+](=O)[O-])cc1	nt	nt	9.9%	1%	i	0.6
36	Cc1ccc(NC(=O)c2cccc3c2C(=O)N(C2CCCCC2)C3)c(C)c1	nt	nt	0.8%	-2%	?	nt
37	O=C(CNCC1CCCO1)N1CCCCCC1 (stereo not given)	1.1	16%	-1.0%	nt	i	0.7
38	COc1ccc(-c2nn(-c3ccccc3)cc2/C=C(/C#N)C(N)=O)cc1[N+](=O)[O-]	1.1	18%	11%	3%	i	0.2
39	O=C(Cc1ccccc1)N1CCN(C(=O)c2ccco2)CC1	1	-2%	2.0%	2%	i	0.9
40	Cn1c(=O)n(C)c2cc(NS(=O)(=O)c3ccccc3[N+](=O)[O-])ccc21	nt	nt	1.3%	-9%	i	0.3
41	COc1ccc(-c2nc(SC)n(S(=O)(=O)c3ccccc3)n2)cc1	0.6	8%	1.3%	2%	i	0.7
42	C#CCOC(=O)Nc1cc(C)n(-c2ccccc2)n1	nt	nt	0.7%	4%	i	1.2
43	NC(=O)c1cnn(-c2cc(Oc3ccccc3)ncn2)c1N	1	10%	1.4%	-5%	i	0.5
44	CC1(C)CC(=O)C(=CN2CCOCC2)C(=O)C1	1.1	-2%	0.1%	-5%	i	0.3
45	CC[C@H](C)C(=O)O[C@H]1CCC=C2C=C[C@H](C)[C@H](CC[C@@H]3C[C@@H](O)CC(=O)O3)[C@H]21	1&1	14%&13%	-1.7%	-3%&7%	?	nt

#	PMI inhibition	WT yeast gro inh	WT yeast gro inh mutant strain	XIAP antagonists	SIAH1 antagonists
31	-113%	-15	12	-6.1%	-2%
32	13%	-2	21	-4.8%	0%
33	nt	nt	nt	nt	2%
34	-34%	-8	2	-8.2%	5%
35	nt	nt	nt	nt	11%
36	nt	nt	nt	nt	-9%
37	12%	-21	-7	-0.7%	12%
38	10%	-16	-8	-14%	8%
39	2%	1	-9	-1.3%	-4%
40	nt	nt	nt	nt	-1%
41	13%	-4	20	-6.6%	3%
42	nt	nt	nt	nt	1%
43	10%	-22	9	-1.1%	1%
44	9%	-10	12	-8.6%	2%
45	11%&16%	25&7	12&11	-2.1%&-12%	6%&-4%

Continued.
#	Structure	TNAP activation fold	human PMI inhibition	RSV CPE inhibition	Salmonella PhoP GFP	Myeloid diff 2	Myeloid diff 2 GFP+ MAC1+ %
46	O=C1C2C3C=CC(C4CC34)C2C(=O)N1/N=C/c1ccc([N+](=O)[O-])o1 (stereo not given)	1	-12%	6.0%	2%	?	nt
47	Cc1nnc(-c2cnn(-c3ccccc3)c2N)n1Cc1ccccc1	1.1	2%	-0.5%	-12%	i	0.8
48	CC(=O)Nc1ccc(S(=O)(=O)Nc2cc(C)cn(Cc3ccc(C)cc3)c2=O)cc1	nt	nt	6.7%	3%	i	0.6
49	O=C(Nc1ccc(-c2noc(CCc3ccccc3)n2)cc1)c1ccco1	1.1	23%	14%	-9%	i	0.2
50	CCN(CC)S(=O)(=O)c1cc(NS(=O)(=O)c2ccccc2)ccc1C	0.9	8%	1.3%	-15%	i	0.3

#	PMI inhibition	WT yeast gro inh	WT yeast gro inh mutant strain	XIAP antagonists	SIAH1 antagonists
46	5%	4	0	4.9%	-1%
47	0%	40	36	0.6%	1%
48	nt	nt	nt	nt	-3%
49	25%	4	3	-1.8%	-2%
50	8%	-19	-10	-1.5%	4%
